Screening results: PubChem BioAssay, several laboratories
M5 ag – human M5 muscarinic receptor agonists, primary screen, CHO-K1 cells, Fluo-8 calcium fluorescence. activation, % at 3 µM. CHO-K1 hM5 cells; 0% DMSO wells, 100% maximal acetylcholine response. hit rate 0.19% among 360,000. Muscarinic acetylcholine receptor M5 (Homo sapiens), P08912;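 active = activation above the run's mean over test compounds plus 3 SD, cut at about 23% in these data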;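 also: signal is peak over basal fluorescence ratio across the kinetic read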
CHRM5 antagonist – human M5 muscarinic receptor antagonists, primary screen, CHO cells, Fluo-8 calcium fluorescence. hit rate 0.59% among 360,000. Muscarinic acetylcholine receptor M5 (Homo sapiens), P08912. CHO-hM5 cells, ACh EC80. inhibition, % at 3 µM;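 active = inhibition above a per-plate cutoff, the mean of that plate's test compounds plus 3 SD, cut at about 27% in these data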;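 also: 0% = acetylcholine EC80 with DMSO and 100% = DMSO without agonist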
M4 antag – human M4 muscarinic receptor antagonists, primary screen, CHO cells, Fluo-8 calcium fluorescence | CHO-hM4 cells, ACh EC80 | Muscarinic acetylcholine receptor M4 (Homo sapiens), P08173 | hit rate 0.73% among 360,000 | AID 624125, 2012 | inhibition, % at 3 µM;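 active = inhibition above its plate's cutoff, the mean inhibition of sample wells plus 3 SD, cut at about 27% in these data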;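 also: 0% = acetylcholine EC80 with DMSO and 100% = DMSO without agonist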
M4 PAM – human M4 muscarinic receptor positive allosteric modulators, primary screen, CHO-K1 cells, Fluo-8 calcium fluorescence. CHO-K1 hM4/Gqi5, ACh EC20; 0% = ACh EC20, 100% = maximal ACh. activation, % at 3 µM. hit rate 0.4% among 360,000. AID 624126, 2012;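 active = activation above its plate's cutoff, the mean activation of sample wells plus 3 SD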; also: some results filed as inactive read as strong as hits
CRFR2-BP ag – agonists of CRF-BP/CRF-R2 complex, primary screen, cell-based, HEK293, calcium dye fluorescence, uHTS; CRF-binding protein / CRF receptor 2 complex (human); calcium dye fluorescence (FLIPR); percent of saturating CRF peptide response; activation, % at 13.2 µM; hit rate 0.46% among 350,000; AID 588473, 2011;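 active = activation of at least 50%, plus an integration ratio under a set limit after plate pattern correction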;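 also: plate controls were neutral control wells without compound for no effect and CRF at EC100 for full effect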
IDE cell inh – human IDE inhibitors in live cells, primary screen, fluorescence polarization, HEK cells, FAbetaB substrate; inhibition, % at 5.59 µM; FAbetaB cleavage; hit rate 0.41% among 320,000; Insulin-degrading enzyme (Homo sapiens), P14735;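 active = percent inhibition above the average of all tested compounds plus 3 SD, set per screening campaign, cut at about 16% in these data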;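 also: IDE supplied by intact live HEK cells; FP after avidin binding of uncleaved biotin substrate so inhibition keeps polarization high; 0% = DMSO wells and 100% = 60 µM reference IDE inhibitor Ii1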
Target sequence (P14735 whole entry, looked up): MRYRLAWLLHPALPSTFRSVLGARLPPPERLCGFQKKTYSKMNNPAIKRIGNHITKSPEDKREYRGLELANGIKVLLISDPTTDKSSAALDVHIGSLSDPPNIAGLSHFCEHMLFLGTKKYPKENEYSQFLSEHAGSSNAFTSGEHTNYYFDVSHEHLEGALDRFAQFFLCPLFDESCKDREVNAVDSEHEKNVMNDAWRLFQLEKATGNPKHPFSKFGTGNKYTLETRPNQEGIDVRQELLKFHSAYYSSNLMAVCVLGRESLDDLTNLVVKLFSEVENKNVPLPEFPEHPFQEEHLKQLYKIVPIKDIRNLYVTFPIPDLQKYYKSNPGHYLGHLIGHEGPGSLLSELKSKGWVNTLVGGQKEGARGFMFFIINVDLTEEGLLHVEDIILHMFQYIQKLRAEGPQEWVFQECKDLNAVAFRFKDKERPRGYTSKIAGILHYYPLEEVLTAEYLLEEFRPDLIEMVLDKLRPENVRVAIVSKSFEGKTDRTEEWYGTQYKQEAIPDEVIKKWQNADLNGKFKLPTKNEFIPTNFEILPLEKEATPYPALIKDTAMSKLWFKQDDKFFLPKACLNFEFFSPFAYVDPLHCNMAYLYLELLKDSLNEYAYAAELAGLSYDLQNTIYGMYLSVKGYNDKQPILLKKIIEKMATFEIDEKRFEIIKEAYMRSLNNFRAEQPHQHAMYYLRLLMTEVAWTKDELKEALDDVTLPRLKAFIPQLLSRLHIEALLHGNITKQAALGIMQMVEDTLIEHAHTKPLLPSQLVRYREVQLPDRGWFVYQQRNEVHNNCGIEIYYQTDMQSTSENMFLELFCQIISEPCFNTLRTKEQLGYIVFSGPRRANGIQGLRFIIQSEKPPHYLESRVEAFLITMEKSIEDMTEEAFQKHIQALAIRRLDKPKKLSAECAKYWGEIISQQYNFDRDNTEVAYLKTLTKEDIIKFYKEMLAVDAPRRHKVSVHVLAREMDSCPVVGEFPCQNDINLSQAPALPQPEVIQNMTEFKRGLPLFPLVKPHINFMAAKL
M4 ag – human M4 muscarinic receptor agonists, primary screen, CHO-K1 cells, Fluo-8 calcium fluorescence | AID 624127, 2012 | hit rate 0.14% among 360,000 | CHO-K1 hM4/Gqi5; vehicle 0%, full acetylcholine response 100% | activation, % at 3 µM | Muscarinic acetylcholine receptor M4 (Homo sapiens), P08173;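 active = activation above the run mean over all test wells plus 3 SD, cut at about 32% in these data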;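 also: peak over basal fluorescence ratio per well then scaled between controls; 0% = DMSO wells and 100% = acetylcholine at EC100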
M5 PAM – human M5 muscarinic receptor positive allosteric modulators, primary screen, CHO-K1 cells, Fluo-8 calcium fluorescence; Muscarinic acetylcholine receptor M5 (Homo sapiens), P08912; CHO-K1 hM5, ACh EC20 PAM; 0% = ACh EC20, 100% = ACh EC100; activation, % at 3 µM; hit rate 0.3% among 360,000;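 active = activation above the run cutoff, the mean activation of all test compounds plus 3 SD, cut at about 18% in these data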
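Assay system: CHO-K1 hM5 cells. Also added: acetylcholine at EC20 concentration, added after compound. Dosing: 3 µM, single dose. Times: compound preincubation 140 s before EC20 acetylcholine addition. Signal: Fluo-8 calcium fluorescence. Measure: % activation relative to EC20 and EC100 ACh responses. Repeats: singlicate, one well per test compound.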
CRFBP-R2 block – antagonists of CRF-BP/CRF-R2 complex, primary screen, cell-based, HEK293, calcium dye fluorescence, uHTS; AID 588475, 2011; inhibition, % at 11.8 µM; hit rate 0.59% among 350,000; CRF-induced calcium fluorescence;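 active = inhibition of the ligand-induced calcium signal above about 50% at the single tested concentration, limit read from the data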
* hit, by the source's call; x = not tested or not shown.

M5 ag	CHRM5 antagonist	M4 antag	M4 PAM	CRFR2-BP ag	IDE cell inh	M4 ag	M5 PAM	CRFBP-R2 block	Structure
-6	-8	-6	5	5.3	0	1	1	-26	CCN(CC)CCn1c(=S)[nH]c2cc(Cl)ccc2c1=O
-4	-1	-15	6	-1.2	8	2	-2	-7	O=C(NCc1ccccc1)C(c1ccccc1F)N(C(=O)c1csnn1)C1CCCC1 (configuration not stated)
4	0	-2	0	0.8	2	0	-1	-12	CCn1c(CSc2nc3ccccc3[nH]2)n[nH]c1=S
-1	4	3	-1	-0.2	6	0	-3	-17	Cc1ccc(SCCNC(=O)c2ccccc2)cc1
0	4	3	-4	0.5	-2	0	-5	13	Cc1c(C(=O)NN2CCOCC2)oc2c1ccc1ccccc12
2	15	0	-4	-2.7	-1	23	-12	26	CCc1cccc(NC(=O)C2CCN(S(=O)(=O)c3ccc4[nH]c(=O)ccc4c3)CC2)c1
3	8	0	-4	0.9	-4	5	0	-8	Cc1ccc(C)c(N2CCN(C(=O)c3ccc4nsnc4c3)CC2)c1
-2	10	-6	0	-1.9	-1	3	-9	7	Cc1ccc(N(C)C(=O)c2cc(S(=O)(=O)N3CCc4ccccc43)cn2C)cc1
-3	-3	11	-6	-5.0	8	0	3	-3	CCOC(=O)N1CCC(NC(=O)c2ccc(Cl)cc2)CC1
1	-8	-9	12	0.2	7	3	1	1	Cc1cc(NC(=S)Nc2ccccc2)ccc1Br
-4	2	4	-3	2.7	1	4	0	-6	COc1ccc(-c2cc(=O)oc3cc(OC(C)C(=O)Nc4ccc(CN5CCOCC5)cc4)ccc23)cc1 (configuration not stated)
-4	-7	0	3	1.7	1	-1	0	-18	Brc1ccc(-c2csc(NC3=NCCCCC3)n2)cc1
-2	10	12	-8	2.3	1	3	-6	-5	CCC(C)NC(=O)CN1C(=O)NC2(CCOc3ccccc32)C1=O (configuration not stated)
-2	-9	-2	2	-0.3	-2	1	1	11	C1CCCC(NC2=NCCO2)CCC1
-4	7	-3	-2	0.4	2	2	-7	-12	CNC(=O)/C(C#N)=C/c1c(N2CCCCCC2)nc2ccccn2c1=O
-4	-12	4	-5	-0.8	-1	0	5	34	Cc1cc(CNC(=O)c2cc(Br)ccc2Cl)nn1C
0	1	-10	0	-1.5	7	2	-3	10	COc1cccc2[nH]c3ccccc3c(=O)c12
3	4	3	5	-1.8	1	1	-8	7	CC(=O)N(c1c(C)n(C)n(-c2ccccc2)c1=O)C1(C(=O)NC2CCCC2)CCCCC1
3	4	-6	3	-1.1	-3	0	0	3	CCCCC/C=C/C1=CC(=O)C[C@H](c2ccc(OC)cc2)C1
-17	3	-3	-13	1.0	-3	1	5	-2	CC1(C)CC(N2CCN(Cc3ccccc3)CC2)=CC(=[N+]2CCCCC2)C1
1	9	11	-5	6.0	7	7	-13	-15	O=C(Nc1ccc(Cn2cccn2)cc1)c1ccc(COc2ccccc2Br)cc1
-1	1	20	16	-0.8	2	1	-6	22	CCOc1cc2c(cc1OCC)C(c1ccccc1OC)OC(=O)C2 (configuration not stated)
4	4	2	9	0.4	2	0	4	3	CC(C)C[C@@H]1NC(=O)[C@H](C(C)C)NC(=O)c2cc([N+](=O)[O-])cc(I)c2OCC[C@@H](C(N)=O)NC1=O
-2	4	-1	-11	0.1	-2	9	-6	11	O=C(c1ccc(N2CCCCC2)c([N+](=O)[O-])c1)N1CCN(S(=O)(=O)c2ccccc2)CC1
-19	13	-1	-9	-0.6	7	1	-6	4	Cc1cc(C[n+]2ccsc2N)c2ncccc2c1
1	6	4	6	-0.8	4	-1	6	-1	C[C@H](CO)N1C[C@H](C)[C@@H](CN(C)C(=O)Nc2ccc(C(F)(F)F)cc2)Oc2c(NC(=O)Cc3ccccc3)cccc2C1=O
-5	-3	6	3	-1.4	-2	1	1	12	O=C(Nc1cccc2c1C(=O)NC2=O)c1cccnc1Cl
3	-4	-4	10	0.0	-3	1	6	1	O=C(COc1ccc(S(=O)(=O)NC2CCCCC2)cc1)NCc1cccnc1
2	-5	6	21*	-3.0	-2	1	3	3	S=C(Nc1ccc(Cl)cc1Cl)N1CCOCC1
3	1	-22	9	-1.4	6	3	-2	8	CC(C)c1ccc(S(=O)(=O)NC2CCS(=O)(=O)C2)cc1 (configuration not stated)
-1	-20	-28	12	x	x	1	8	x	O=C1NC[C@H](CCCCN2C[C@H](Cc3ccccc3)N(CC3CCCCC3)C(=O)C2=O)N(CC2CCCCC2)C1=O
0	11	8	-11	1.6	4	0	-7	-21	CC(=O)N[C@@H](Cc1c[nH]c2ccccc12)C(=O)NCCc1ccc(S(N)(=O)=O)cc1
2	-6	-12	-2	-0.5	3	1	4	0	CC(C)C(=O)Nc1c(-c2cccs2)c(=O)c2ccccc2n1C
0	3	0	-1	-3.0	4	2	-3	11	O=C(CCc1nc2ccccc2c(=O)[nH]1)NCc1cccc(Cl)c1
1	0	3	-1	0.2	7	0	-7	6	O=C(CSCCO)Nc1cc(C(F)(F)F)ccc1Cl
1	-5	-2	1	-2.2	2	1	-5	19	C=CCn1c(-c2ccccc2OC)n[nH]c1=S
-4	-5	-8	-1	1.0	13	2	-6	-13	Cc1cc(NCCN2CCOCC2)n2nc(C)c(-c3ccc(Cl)cc3)c2n1
-8	-9	-4	8	-0.1	-3	1	5	-7	Cc1c(Cl)cnc(NC(=O)COC(=O)C(NC(=O)c2ccco2)C(C)C)c1Cl (configuration not stated)
-2	9	2	-12	0.1	2	8	-18	3	CCCCOC(=O)Cn1c(=O)c2c(nc(Br)n2Cc2ccccc2)n(C)c1=O
-5	12	-2	-4	-0.7	0	2	-2	-26	Cn1cc(CN2CCc3c([nH]c4ccccc34)C2C2CCCCC2)cn1 (configuration not stated)

Already shown: 13 of the compounds above.
M5 ag	CHRM5 antagonist	M4 antag	M4 PAM	CRFR2-BP ag	IDE cell inh	M4 ag	M5 PAM	CRFBP-R2 block	Structure
0	1	-10	0	-1.5	7	2	-3	10	COc1cccc2[nH]c3ccccc3c(=O)c12
3	4	3	5	-1.8	1	1	-8	7	CC(=O)N(c1c(C)n(C)n(-c2ccccc2)c1=O)C1(C(=O)NC2CCCC2)CCCCC1
3	4	-6	3	-1.1	-3	0	0	3	CCCCC/C=C/C1=CC(=O)C[C@H](c2ccc(OC)cc2)C1
-17	3	-3	-13	1.0	-3	1	5	-2	CC1(C)CC(N2CCN(Cc3ccccc3)CC2)=CC(=[N+]2CCCCC2)C1
1	9	11	-5	6.0	7	7	-13	-15	O=C(Nc1ccc(Cn2cccn2)cc1)c1ccc(COc2ccccc2Br)cc1
-1	1	20	16	-0.8	2	1	-6	22	CCOc1cc2c(cc1OCC)C(c1ccccc1OC)OC(=O)C2 (configuration not stated)
4	4	2	9	0.4	2	0	4	3	CC(C)C[C@@H]1NC(=O)[C@H](C(C)C)NC(=O)c2cc([N+](=O)[O-])cc(I)c2OCC[C@@H](C(N)=O)NC1=O
-2	4	-1	-11	0.1	-2	9	-6	11	O=C(c1ccc(N2CCCCC2)c([N+](=O)[O-])c1)N1CCN(S(=O)(=O)c2ccccc2)CC1
-19	13	-1	-9	-0.6	7	1	-6	4	Cc1cc(C[n+]2ccsc2N)c2ncccc2c1
1	6	4	6	-0.8	4	-1	6	-1	C[C@H](CO)N1C[C@H](C)[C@@H](CN(C)C(=O)Nc2ccc(C(F)(F)F)cc2)Oc2c(NC(=O)Cc3ccccc3)cccc2C1=O
-5	-3	6	3	-1.4	-2	1	1	12	O=C(Nc1cccc2c1C(=O)NC2=O)c1cccnc1Cl
3	-4	-4	10	0.0	-3	1	6	1	O=C(COc1ccc(S(=O)(=O)NC2CCCCC2)cc1)NCc1cccnc1
2	-5	6	21*	-3.0	-2	1	3	3	S=C(Nc1ccc(Cl)cc1Cl)N1CCOCC1

(more compounds)
M5 ag	CHRM5 antagonist	M4 antag	M4 PAM	CRFR2-BP ag	IDE cell inh	M4 ag	M5 PAM	CRFBP-R2 block	Structure
3	7	2	-4	1.0	3	3	0	-17	Cc1ccccc1C(=O)NC1CCN(CC(=O)Nc2ccc(Br)cc2)CC1
-2	6	4	9	0.1	7	0	-1	-53	Cc1cc(C)n(-c2nc3ccccc3nc2N2CCC(C)CC2)n1
-1	-9	3	-2	2.2	-4	0	-1	8	CC1(C)CC(=O)C(C=NCCN2CCNCC2)=C(O)C1
-3	2	-4	6	0.4	3	0	0	8	Cc1cccc(Cn2c(N3CCN(C)CC3)nc3c2c(=O)[nH]c(=O)n3C)c1
-10	19	-9	7	1.1	5	2	-4	-16	O=C(CN1CCN(Cc2ccccc2)CC1)N/N=C/c1cccs1
0	7	-12	7	-1.3	2	7	-1	-14	CN(c1ccccc1)S(=O)(=O)c1cccc(C(=O)NC2CCCC2)c1
1	-3	2	-1	0.4	x	2	-2	-3	CCC(C)C(CO)NCCCn1cnc2c(OC)ncnc21 (configuration not stated)
-2	-7	4	6	1.1	-1	2	4	0	COC(=O)Cn1cc(C#N)c2ccccc21
-1	-4	-4	3	1.8	-1	4	5	14	Cc1ccn2cc(-c3nonc3C)cc2c1
0	7	-1	-3	-2.6	6	2	-1	-8	CCC/C(=N/NC(=O)c1ccccc1Cl)c1ccccc1
0	23	-2	2	5.3	-6	3	-9	-16	O=C1NC(=Nc2ccc(Cl)cc2)/C(=C/c2ccco2)S1
-3	-13	-15	16	4.1	8	0	-2	-10	CCCC(=O)Nc1ccc(Cl)c(NC(=O)CC)c1
2	-10	-12	22	0.3	2	1	7	-1	COc1ccc(C2N(C(=O)CN3CCOCC3)CCN2S(=O)(=O)c2ccccc2)cc1 (configuration not stated)
3	6	0	4	0.9	2	2	4	4	O=C(COC(=O)C1=COCCO1)Nc1ccc(F)c(F)c1
1	11	-3	3	-0.5	-1	2	5	14	COc1ccc(S(=O)(=O)N(C)CC(=O)Nc2ccc(C)cc2)cc1OC
-2	0	-3	0	-0.3	0	0	0	-1	O=C(OCC(=O)N1CCOCC1)c1ccccc1O
-4	-9	4	-1	-1.8	5	1	4	9	Cc1ccc(Nc2nnc(SCC(=O)NCCN3C(=O)CSC3=O)s2)cc1
1	9	0	-4	x	x	1	-2	x	O=C(NCc1cccc(C(F)(F)F)c1)c1ccc2sc([C@H]3C[C@H](O)[C@@H](CO)O3)nc2c1
0	11	-2	18	0.3	-3	1	-3	-2	CC(=O)O[C@H]1CC[C@@]2(C)[C@@H](CC[C@H]3[C@@H]4CC[C@H](C(C)O)[C@@]4(C)CC(=O)[C@@H]32)C1 (some centres not stated)
